Screening results (PubChem BioAssay)
Rpn11 block: Rpn11 (PSMD14) deubiquitinase inhibitors, primary screen, biochemical, fluorescence polarization, uHTS. 26S proteasome non-ATPase regulatory subunit 14 (Homo sapiens), O00487. human 26S proteasome, Ub4-pepOG fluorescence polarization; 20S core pre-blocked with epoxomicin. calls only at 20 µM. 360,000 compounds, 0.59% hits. AID 588493, 2011;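 active means inhibition at 20 µM, scaled to each plate's controls, above about 33%, limit read from the data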
Target sequence (O00487 whole entry, looked up): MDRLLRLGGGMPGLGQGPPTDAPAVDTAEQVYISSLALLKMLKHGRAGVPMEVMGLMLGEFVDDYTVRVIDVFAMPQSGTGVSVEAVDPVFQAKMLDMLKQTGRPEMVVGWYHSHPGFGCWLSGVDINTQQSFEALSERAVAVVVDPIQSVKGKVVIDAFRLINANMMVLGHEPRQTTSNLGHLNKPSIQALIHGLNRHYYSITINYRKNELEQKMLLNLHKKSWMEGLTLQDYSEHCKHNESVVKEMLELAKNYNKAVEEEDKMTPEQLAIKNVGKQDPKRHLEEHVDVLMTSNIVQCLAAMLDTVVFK
MT1-MMP act inh: blockers of MT1-MMP proenzyme processing, primary screen, HT1080 RFP-PRO-GFP cells, GFP/RFP fluorescence; Matrix metalloproteinase-14 (Homo sapiens), P50281; GFP/RFP ratio fluorescence, overnight; percent of plate control window, DMSO zero; GFP/RFP ratio change, % at 20 µM; 360,000 compounds, 0.061% hits; AID 651647, 2012;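 active means GFP/RFP ratio change of at least 30% with cell ATP level not reduced by more than half and red fluorescence within 50% of control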; further: strong numbers were not always called active
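Read-out: GFP/RFP fluorescence ratio; Test system: RFP-PRO-GFP reporter HT1080 cells; Compound dosing: single-point 20 µM compound, 1% DMSO; Times: overnight compound exposure at 37 °C.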
bovine MsrA act: bovine MsrA enzyme activators, primary screen, biochemical, absorbance, HTS; AID 602163, 2012; 360,000 compounds, 0.3% hits; purified bovine MsrA, absorbance read-out; activation, % at 10.6 µM; Methionine sulfoxide reductase A (Bos taurus); in the data active means activation above about 7.5%;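 further: 0% = vehicle and 100% = reference activator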
FAS-TE inh: FAS thioesterase domain inhibitors, primary screen, biochemical, fluorescence intensity, uHTS; 360,000 compounds, 0.67% hits; recombinant FAS-TE, OMFH fluorogenic substrate, fluorescence endpoint; Fatty acid synthase (Homo sapiens), P49327; AID 602261, 2012; inhibition, % at 15 µM;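 active means compounds whose normalised, plate-corrected inhibition of enzyme fluorescence in the single-dose primary screen is 50% or more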;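 further: 0% = DMSO with enzyme and 100% = substrate without enzyme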
eLon inh: inhibitors of E. coli Lon protease, primary screen, biochemical, fluorescence polarization. purified E. coli Lon protease. inhibition, % at 7.94 µM. 360,000 compounds, 0.42% hits. AID 602123, 2011; in the data active means inhibition above about 13%, passing the limit was not always enough;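 further: 0% = enzyme with probe and DMSO and 100% = no enzyme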
Target sequence (P0A9M0 whole entry, looked up): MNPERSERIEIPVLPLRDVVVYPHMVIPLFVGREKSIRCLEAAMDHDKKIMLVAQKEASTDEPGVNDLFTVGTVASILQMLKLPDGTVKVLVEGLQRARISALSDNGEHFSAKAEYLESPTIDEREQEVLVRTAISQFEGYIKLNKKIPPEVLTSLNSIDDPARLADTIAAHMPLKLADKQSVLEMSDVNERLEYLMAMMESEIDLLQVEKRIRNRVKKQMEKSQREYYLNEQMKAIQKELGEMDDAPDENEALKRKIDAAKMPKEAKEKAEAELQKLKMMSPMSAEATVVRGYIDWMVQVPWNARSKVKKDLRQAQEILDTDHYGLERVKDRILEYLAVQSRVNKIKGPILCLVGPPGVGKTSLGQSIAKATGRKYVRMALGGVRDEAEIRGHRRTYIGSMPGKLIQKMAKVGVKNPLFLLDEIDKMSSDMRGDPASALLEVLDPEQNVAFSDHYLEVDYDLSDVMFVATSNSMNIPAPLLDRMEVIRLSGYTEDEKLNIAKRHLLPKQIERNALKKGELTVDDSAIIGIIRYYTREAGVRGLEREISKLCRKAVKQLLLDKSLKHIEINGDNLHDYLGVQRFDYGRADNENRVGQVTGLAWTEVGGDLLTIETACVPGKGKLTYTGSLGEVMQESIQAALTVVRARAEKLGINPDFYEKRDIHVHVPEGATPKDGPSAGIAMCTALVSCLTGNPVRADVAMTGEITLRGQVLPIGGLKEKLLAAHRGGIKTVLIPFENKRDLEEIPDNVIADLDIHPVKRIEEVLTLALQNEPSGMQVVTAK
CSN deneddyl inh: inhibitors of CSN-mediated cullin deneddylation, primary screen, biochemical, fluorescence polarization, uHTS. COP9 signalosome complex subunit 5 (Homo sapiens), Q92905. Purified CSN, SCF-Nedd8-OG deneddylation. inhibition, % at 12.5 µM. 360,000 compounds, 0.38% hits;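 active means pattern-corrected inhibition above about 35%, with an unprinted fluorescence ratio check between 0.5 and 1.5, limit read from the data, passing the limit was not always enough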;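 further: 0% = enzyme with substrate and 100% = substrate without enzyme; some results filed as inactive read as strong as hits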
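Test system: purified human Csn5 enzyme expressed in HEK293T cells. Amount: 0.24 nM enzyme. Reagent: SCFSkp2-Nedd8OG substrate at 10 nM final. Schedule: 90 min incubation of compound, enzyme and substrate at room temperature. Detection: fluorescence polarization. Read-out: % inhibition of substrate cleavage by Csn5.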
MLLE-PAM2 inh: inhibitors of PABP1 MLLE–PAM2 peptide binding, primary screen, biochemical, fluorescence polarization, FITC-PAM2, GST-MLLE | Polyadenylate-binding protein 1 (Homo sapiens), P11940 | inhibition, % at 20 µM | 360,000 compounds, 0.36% hits; in the data active means inhibition above about 35%, passing the limit was not always enough;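 further: plate controls were DMSO wells with GST-MLLE for no effect and wells lacking GST-MLLE protein for full effect; some results filed as inactive read as strong as hits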
Rin1 Abl inh: inhibitors of Rin1-Abl protein binding, primary screen, biochemical, TR-FRET; Tyrosine-protein kinase ABL1 (Homo sapiens) + Ras and Rab interactor 1 (Homo sapiens), …; inhibition, % at 7.35 µM; 360,000 compounds, 0.4% hits; AID 588664, 2011; in the data active means inhibition above about 5%, passing the limit was not always enough
MsrA inh: bovine MsrA enzyme inhibitors, primary screen, biochemical, absorbance, HTS | Methionine sulfoxide reductase A (Bos taurus) | purified bovine MsrA, absorbance read-out | inhibition, % at 15.5 µM | 360,000 compounds, 0.75% hits | AID 651718, 2012; in the data active means inhibition above about 4.5%;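 further: 0% = vehicle wells with enzyme and 100% = reference inhibitor wells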
The depositor's hits bear a star; i = inactive; nt = no result given.

SMILES	Rpn11 block	MT1-MMP act inh	bovine MsrA act	FAS-TE inh	eLon inh	CSN deneddyl inh	MLLE-PAM2 inh	Rin1 Abl inh	MsrA inh
CCOC(=O)C1CCN(C(=O)CCn2c(=O)c3cccn3c3cccnc32)CC1	i	1.5	-2.6	-1.2	-11.3	-4.1	2.7	1.9	1.7
O=C(Nc1ccc(S(=O)(=O)Nc2ccccn2)cc1)c1cccc(Cl)c1	i	2.9	-0.9	-0.9	-2.9	3.3	-1.6	2.8	0.2
CCOC(=O)c1c(C)nc(C)c(C(=O)OCC)c1-c1cccc(N)c1	i	-1.6	-2.9	-2.9	-5.0	0.7	-2.6	2.8	-0.4
Cc1ccc(C(=O)C2CCN(CC(=O)NC3CCCC3)CC2)cc1	i	0.3	-8.9	-5.3	4.0	0.1	7.8	-0.5	2.0
CC(OC(=O)Cc1ccsc1)C(=O)Nc1ccc(Cl)cn1 (stereo not given)	i	1.9	-1.2	-2.5	1.7	-2.3	13.1	-1.3	-1.8
CCOC(=O)C1=C(CS(=O)(=O)c2ccc(C)c(C)c2)NC(=O)NC1c1ccc(O)cc1 (stereo not given)	i	-1.1	-4.0	-7.1	-3.2	-6.1	-6.7	-0.7	-0.7
CCC(CC)c1nnc(NC(=O)c2ccc3c(c2)OCO3)s1	i	3.0	-3.0	-1.4	-4.4	8.0	31.3	1.9	-0.4
CCN1C(=O)c2ccccc2Sc2ccc(C(=O)NCCC(C)C)cc21	i	-4.6	-1.7	5.8	1.0	-3.8	0.4	2.1	1.1
CC(=O)c1cccc(NC(=O)CSc2nc3ccccc3c(=O)n2CCCN2CCOCC2)c1	i	-0.7	-2.9	-3.4	1.1	5.2	-12.0	3.7	0.5
CCc1ccccc1NC(=O)CN(C)C(=O)c1cc(C2CC2)nn1-c1ccccc1	i	4.1	-9.4	2.9	2.6	0.1	-12.9	-1.0	-0.9
COCc1nnc(NC(=O)CCN2C(=O)c3ccccc3C2=O)s1	i	0.0	-11.7	-1.3	7.5	1.0	14.2	-1.6	0.5
COc1ccc(-c2nnc(SCC(=O)c3cc(C)n(Cc4cccs4)c3C)o2)cc1	i	3.9	-12.9	11.8	-0.6	1.2	-56.9	1.6	0.0
CC(C)CCNC(=O)C(CC(C)C)N(Cc1ccc2c(c1)OCO2)C(=O)c1snc(C(N)=O)c1N (stereo not given)	i	-5.7	-1.6	19.6	4.7	0.3	8.1	1.3	1.4
CCOC(=O)C1CCN(Cc2coc3c(Cl)cc(Cl)cc3c2=O)CC1	i	-4.1	-4.4	5.5	-14.0	3.2	-24.5	4.9	0.4
CN(CC(=O)Nc1cccc(F)c1)CC(=O)Nc1cccc2ccccc12	i	3.8	-1.8	20.5	-8.7	-1.0	-6.8	-1.3	0.3
COc1ccc(Cn2nnnc2C(c2cc3ccc(OC)cc3[nH]c2=O)N2CCCCCC2)cc1 (stereo not given)	i	nt	-2.5	-8.7	1.6	0.5	-4.1	-2.4	2.2
CCc1ccnc(NC(=O)Nc2ccc(OCc3ccccc3)cc2)c1	i	3.9	-1.4	-1.7	4.6	4.8	-1.9	0.1	nt
CN1C/C(=C/c2ccsc2)C(=O)/C(=C/c2ccsc2)C1	i	-3.0	-3.0	-1.1	-3.3	2.8	-6.1	3.6	2.6
COc1ccccc1NC(=O)Nc1nc(C(C)(C)C)cs1	i	-24.9	-1.3	19.5	-8.1	8.0	12.2	-0.3	0.7
C[C@@H]1COC(=O)[C@@H](Cc2ccc(F)cc2)C/C=C\C[C@@H](CC(=O)N[C@H](CO)Cc2ccccc2)C(=O)N1	i	-0.5	-2.3	-8.9	12.0	-2.6	0.7	-4.6	-0.7
CCS(=O)(=O)Nc1ccc2c(c1)N(C(C)=O)c1ccccc1CC2	i	3.6	-3.2	-4.9	0.2	3.5	-6.0	-0.7	0.1
Cc1cc2c(NC(=O)CC(C)(C)CC(=O)O)cccc2nn1	i	3.8	-4.7	-6.7	3.2	-1.2	1.2	1.4	-0.8
CCOc1ccccc1NC(=O)NCc1ccccn1	i	-2.3	-2.9	-3.9	8.9	-2.3	-6.0	-0.1	-0.6
CS(=O)(=O)c1ccc(NC(=O)CCCc2nc3ccccc3c(=O)[nH]2)cc1	i	-3.2	-7.4	0.2	-9.6	-0.6	-4.7	4.9	0.1
CCN(CC)C1CCN(C(=O)c2cc(COc3ccc(-n4cncn4)cc3)on2)C1 (stereo not given)	i	4.2	-13.1	-5.3	11.0	-1.2	-1.7	4.3	0.0

Among those listed so far, 3 contain a thiophene ring, fused or not.
SMILES	Rpn11 block	MT1-MMP act inh	bovine MsrA act	FAS-TE inh	eLon inh	CSN deneddyl inh	MLLE-PAM2 inh	Rin1 Abl inh	MsrA inh
CC(OC(=O)Cc1ccsc1)C(=O)Nc1ccc(Cl)cn1 (stereo not given)	i	1.9	-1.2	-2.5	1.7	-2.3	13.1	-1.3	-1.8
COc1ccc(-c2nnc(SCC(=O)c3cc(C)n(Cc4cccs4)c3C)o2)cc1	i	3.9	-12.9	11.8	-0.6	1.2	-56.9	1.6	0.0
CN1C/C(=C/c2ccsc2)C(=O)/C(=C/c2ccsc2)C1	i	-3.0	-3.0	-1.1	-3.3	2.8	-6.1	3.6	2.6

Next section:
SMILES	Rpn11 block	MT1-MMP act inh	bovine MsrA act	FAS-TE inh	eLon inh	CSN deneddyl inh	MLLE-PAM2 inh	Rin1 Abl inh	MsrA inh
Nn1cc(-c2ccccc2)nc1SCC(=O)NCCc1ccccc1	i	-3.9	-8.8	2.4	3.0	4.7	16.4	-3.5	0.4
O=C(CSc1ccc(Br)cc1)Nc1ccccc1Oc1ccccc1	i	-2.9	-1.8	24.3	-7.0	-0.3	15.4	-1.6	-0.6
O=C(CSc1nc2[nH]ncc2c(=O)[nH]1)N1CCCCC1	i	nt	-12.0	-9.2	7.4	-11.2	-10.4	2.1	-0.9
CCCc1n(CC(O)COCc2ccccc2)c2ccccc2[n+]1C (stereo not given)	i	-5.0	-6.6	-11.2	10.5	-9.2	-125.3	2.3	-0.1
O=C(CSc1nc(-c2ccccc2)cc(C(F)(F)F)n1)NCc1ccco1	i	4.4	-2.0	0.2	2.2	-2.6	4.8	3.0	0.0
CC1(C)N=C(SCC(=O)Nc2ccc(Cl)cc2Cl)C(c2ccccc2)=N1	i	0.5	-1.3	-26.8	2.9	-1.5	30.2	0.0	-0.5
C#CCSc1nc2sc3c(c2c(=O)n1C)CCC3	i	-2.1	-0.4	-5.6	-7.1	10.6	-8.1	0.9	1.3
Cc1cc(Nc2ccccc2)nc2cc(O)ccc12	i	1.6	-4.0	0.5	-0.5	3.8	1.3	-2.1	2.2
CC(C)c1ccc2[nH]c3nc(SCC(=O)NC4CC4)nnc3c2c1	i	4.6	0.6	-12.7	-4.8	1.8	-7.7	0.4	0.3
CCC(=O)N(Cc1cc2ccccc2[nH]c1=O)c1ccccc1OC	i	-0.7	-3.8	-2.3	-13.4	-1.6	-5.5	0.9	0.9
CC1CCN(CCn2c(=S)[nH]c3ccccc3c2=O)CC1	i	0.9	-4.6	-6.7	4.1	-1.0	14.7	2.0	0.1
Cc1ccccc1NC(=O)CC1SC(=O)N(c2ccccc2)C1=O (stereo not given)	i	-0.7	-3.9	-7.7	-2.0	3.1	22.6	0.9	-0.1
c1ccc(-c2nnc(N3CCN(c4ccccc4)CC3)nc2-c2ccccc2)cc1	i	1.5	-2.8	11.8	11.0	-5.8	-13.1	-3.2	-1.7
O=C(NC1=NCCS1)c1ccccc1Cl	i	-1.6	0.0	-3.9	0.0	1.8	9.5	2.0	1.5
CC12CCC(=O)N1C(C(=O)NCCN1C(=O)S/C(=C\c3ccccc3Cl)C1=O)CS2 (stereo not given)	i	-3.5	-4.4	22.9	-6.5	0.6	3.4	-0.8	2.2
Cc1nnc(SCC(=O)N(C)C2CCCCC2)s1	i	-2.0	-3.6	-6.2	-8.0	-3.3	13.4	4.2	-0.1
Cc1c(C(=O)Nc2cc(S(=O)(=O)N3CCOCC3)ccc2N2CCN(C)CC2)oc2ccccc12	i	-6.3	-3.0	10.8	6.0	-0.3	5.8	0.1	-0.4
O=S1(=O)C[C@@H](O)[C@@H](Nc2ccc(Cl)cc2)C1	i	6.2	-2.0	-8.5	-10.8	4.0	-11.1	-2.3	0.2
N#Cc1c(-c2ccccc2)cc(C2CC2)nc1SCC(=O)O	i	-1.0	-3.5	-8.0	15.4	-3.7	-11.5	2.0	0.4
COc1cccc(N=Nc2c(N)[nH]n3c(=O)cc(-c4ccccc4)nc23)c1	i	9.1	-3.6	4.3	-6.8	-1.2	-3.5	0.1	0.1
COc1ccc(NS(=O)(=O)c2ccc3oc(SC(C)C(N)=O)nc3c2)cc1 (stereo not given)	i	-4.7	-2.0	-1.4	-1.7	0.0	-70.6	-0.3	-1.1
COC(=O)c1ccn(-c2nc(-c3ccco3)cc(C(F)(F)F)n2)n1	i	0.2	-2.4	-1.0	0.8	3.4	3.2	1.7	3.8
CC(C)(C)C(=O)Nc1nnc(SCC(=O)Nc2ccc3c(c2)OCO3)s1	i	1.5	-2.5	-11.1	-9.6	-1.9	2.5	-0.7	0.0
COc1ccc(-c2nc(SCC(=O)NC3CCCCC3)n[nH]2)cc1	i	1.9	-2.2	-2.2	-7.7	0.7	-9.1	1.3	0.8
CCCCC(=O)Nc1nc(C)c(C(C)=O)s1	i	-0.4	-1.1	0.2	2.9	-0.2	-0.9	-5.9	0.1
SMILES	Rpn11 block	MT1-MMP act inh	bovine MsrA act	FAS-TE inh	eLon inh	CSN deneddyl inh	MLLE-PAM2 inh	Rin1 Abl inh	MsrA inh
CCOC(=O)c1c(-c2ccc(OC)cc2)nc2nonc2c1N	i	-1.9	0.5	2.7	-4.4	-4.8	0.5	-0.2	2.2
CN(C)CCCN(C(=O)c1cccs1)c1nc(-c2ccccc2)cs1	i	-1.8	3.5	-1.0	-11.4	1.8	12.5	-4.3	0.2
Cc1[nH]nc(-c2ccc(OCc3cnn(-c4ccccc4)c3)c(C)c2O)c1Oc1ccccc1	i	-1.3	-0.5	20.2	-4.0	1.9	1.0	0.8	-0.5
CCOC(=O)C1=CCN(S(=O)(=O)c2ccc(Br)cc2)C1c1ccc(C)cc1 (stereo not given)	i	-4.7	-7.6	24.1	2.7	0.1	9.1	2.5	0.4
COc1ccc(Cl)c(-c2cc(C(=O)NC(C)C)[nH]n2)c1	i	0.6	-10.7	-6.2	1.1	-2.5	-12.1	-1.6	-0.3
Cc1cc(C(=O)NCC(=O)OCC(=O)Nc2ccc(OC(F)F)cc2)ccc1[N+](=O)[O-]	i	1.3	-7.4	3.5	-2.7	-11.3	5.6	1.4	0.4
Cc1c(/C(O)=C2\C(=O)C(=O)N(CCN(C)C)C2c2cccnc2)cnn1-c1ccccc1 (stereo not given)	i	2.8	-4.7	-3.6	-11.1	0.5	-1.2	2.8	3.4
Cc1ccc(NC(=O)COn2nnc3ccc(S(=O)(=O)N(C)C)cc32)cc1F	i	2.3	-1.7	5.3	-3.0	-0.5	-12.5	-2.4	0.6
